L3MBTL1 block – L3MBTL1 (human) inhibition; Q9Y468; Potency, µM (series often up to 57.1 µM), for inactives: at the top dose activity, negative = inhibition, most hits filed as inhibitors; AID 485360; AlphaScreen L3MBTL1–H3K9me1 peptide binding; 230,000 compounds, 0.66% hits; note: nearly all actives have a fitted effect of over 60% in size
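Read-out is AlphaScreen signal from streptavidin donor and nickel chelate acceptor beads (10 ug/mL final each) bridging L3MBTL1 (50 nM) and biotinylated K9-monomethylated H3(1-15) peptide (75 nM), after 30 min compound exposure at room temperature.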
Tau fibril ThT – blocks human tau fibril formation measured by thioflavin T. P10636. recombinant tau K18 P301L, heparin-induced fibrillization, ThT fluorescence. 270,000 compounds, 2.1% hits. Potency, µM (doses to about 57.4 µM), for the others: at the top dose activity, negative = inhibition, usual class: inhibitors; note: nearly all actives have a fitted effect of over 55% in size
Target sequence (P10636 561-689 P618L limits assumed): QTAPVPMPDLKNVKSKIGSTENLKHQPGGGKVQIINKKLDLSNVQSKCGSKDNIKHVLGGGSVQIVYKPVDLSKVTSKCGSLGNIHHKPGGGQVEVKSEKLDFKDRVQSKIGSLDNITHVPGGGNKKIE
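Tau K18 P301L fragment (15 uM unlabeled plus 0.24 uM Alexa 594-labeled) in 100 mM sodium acetate pH 7 with compound, fibrillization induced by 20 uM heparin for 6 hr at 37 C. Thioflavin T (30 uM) added, fluorescence read after 1 hr (ex 450, em 510 nm).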
TR SRC2 fluor cs – counter-screen for TRb-SRC2 inhibitors: fluorescence interference; TRb/SRC2 Texas Red total fluorescence interference; Potency, µM (titrated, usually from 106 µM), for the others: at the top dose fluorescence change, negative = quenching; 280,000 compounds, 0.29% hits; active = well fitted curve in either direction with a large enough effect; inconclusive = small, poorly fitted or top-dose-only effect
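Human TRb ligand-binding domain at 0.6 uM with 20 nM Texas Red SRC2 peptide in Tris buffer containing 1 uM T3 and 5% DMSO, incubated with compound 5 h at ambient temperature. Total fluorescence (555/632 nm) calculated as parallel + 2 × perpendicular.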
Tau fluor counter – counter-screen for tau fibril formation inhibitors; tau K18 P301L Alexa594 fluorescence, heparin fibrillization; Potency, µM (highest dose often 57.7 µM), for the others: top-dose activity change, negative = decrease; 280,000 compounds, 0.93% hits; AID 1463; note: nearly all actives have a fitted effect of over 55% in size
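Human tau K18 P301L (15 uM unlabeled, 0.24 uM Alexa 594-labeled) in 100 mM sodium acetate pH 7 with 20 uM heparin, 6 hr at 37 C. ThT 30 uM added, 1 hr ambient; Alexa 594 FP and total fluorescence read at 555/632 nm.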
GLA spleen mod – inhibits or activates alpha-galactosidase in human spleen homogenate. P06280. human spleen homogenate, 4MU-alpha-Gal fluorescence, 40 min. Potency, µM (titrated, usually from 80 µM), for inactives: at the highest dose activity change, negative = inhibition, most hits filed as inhibitors. 240,000 compounds, 0.008% hits. AID 2107;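 note: 0% = enzyme with vehicle and -100% = no enzyme basal signal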
Target sequence (P06280 32-429 limits assumed): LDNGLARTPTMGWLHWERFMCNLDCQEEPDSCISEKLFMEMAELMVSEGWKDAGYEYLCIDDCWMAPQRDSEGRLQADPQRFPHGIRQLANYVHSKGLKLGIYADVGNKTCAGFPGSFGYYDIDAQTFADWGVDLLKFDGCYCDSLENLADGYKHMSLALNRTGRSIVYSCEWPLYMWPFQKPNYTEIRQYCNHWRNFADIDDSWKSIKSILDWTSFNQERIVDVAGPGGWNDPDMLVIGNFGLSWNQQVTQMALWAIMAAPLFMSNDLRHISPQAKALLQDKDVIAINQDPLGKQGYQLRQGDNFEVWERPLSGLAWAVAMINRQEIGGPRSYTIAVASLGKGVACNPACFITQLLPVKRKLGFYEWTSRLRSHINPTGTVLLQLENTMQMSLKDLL
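Inhibition or activation of alpha-galactosidase in human spleen homogenate is scored by 4-MU fluorescence after 40 min at 37C, pH 5.0, with 1 mM substrate. AC50s come from concentration-response fitted to the Hill equation.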
ALDH1A1 block – ALDH1A1 (human) enzyme inhibition. 220,000 compounds, 7.3% hits. AID 1030. Purified ALDH1A1, NADH fluorescence, propionaldehyde substrate. Potency, µM (top dose mostly 75.3 µM), without a hit: at the top dose activity, negative = inhibition, usual class: inhibitors. P00352; active = well fitted inhibition curve with a large enough effect, not every such curve was filed as active; inconclusive = small, poorly fitted or top-dose-only effect, or another doubt; inactive = no such curve, though single readings can be large or run the other way;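 note: plate controls were no enzyme wells and a reference inhibitor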
Tau fibril FP – blocks human tau fibril formation measured by polarization; P10636; K18 P301L tau heparin fibrillization, Alexa594 FP, 6 h; Potency, µM (series often up to 57.7 µM), inactives show top-dose activity, negative = inhibition, hits mostly inhibitors; 280,000 compounds, 0.39% hits; AID 1468; note: nearly all actives have a fitted effect of over 55% in size
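Recombinant K18 P301L […], labeled with Alexa 594 at 0.24 uM over 15 uM unlabeled; heparin inducer 20 uM final; 37 C, 6 hr; FP endpoint.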
TRb SRC2 PPI – inhibitors of human thyroid hormone receptor beta-SRC2 interaction; Potency, µM (highest dose often 106 µM), without a hit: at the highest dose activity change, negative = inhibition, actives largely listed as inhibitors; P10828; TRbeta-SRC2 peptide binding, fluorescence polarization; receptor liganded with 1 µM T3; 280,000 compounds, 0.065% hits;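 note: plate controls were bound peptide for no effect and peptide without receptor for full effect; nearly all actives have a fitted effect of over 50% in size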
Target sequence (P10828 whole entry, looked up): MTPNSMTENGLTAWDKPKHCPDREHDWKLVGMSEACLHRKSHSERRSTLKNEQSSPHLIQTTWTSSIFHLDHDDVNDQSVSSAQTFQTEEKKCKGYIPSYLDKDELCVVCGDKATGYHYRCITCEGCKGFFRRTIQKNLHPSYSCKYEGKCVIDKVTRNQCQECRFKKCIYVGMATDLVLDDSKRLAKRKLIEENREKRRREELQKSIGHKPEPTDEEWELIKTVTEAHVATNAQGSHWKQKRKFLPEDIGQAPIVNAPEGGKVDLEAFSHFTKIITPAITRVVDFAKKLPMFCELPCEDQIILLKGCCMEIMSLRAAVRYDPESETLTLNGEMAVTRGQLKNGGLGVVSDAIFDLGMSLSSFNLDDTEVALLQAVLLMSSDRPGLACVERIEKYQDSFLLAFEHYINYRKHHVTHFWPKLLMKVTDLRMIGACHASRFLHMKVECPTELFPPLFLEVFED
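Polarization signal, normalized between peptide-alone and full complex controls, measured compound effects on T3-liganded human TRb LBD (0.6 uM) binding 20 nM Texas Red SRC2 peptide after 5 hr.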
* hit, by the source's call; u = inconclusive; x = not tested or not shown; & = joins results of further samples; [ ] = remark or other dose. Unless noted, calls come from the whole dose curve; as a rule, active = well fitted curve in the direction sought with a large enough effect; inconclusive = small, poorly fitted or top-dose-only effect, or another doubt; inactive = no such curve, though single readings can be large; an effect the other way counts as inactive or inconclusive. Unless noted, % is set by controls: 0 for no effect and ±100 for the full control effect; potency is the fitted concentration of half-maximal effect.

Compound,L3MBTL1 block,Tau fibril ThT,TR SRC2 fluor cs,Tau fluor counter,GLA spleen mod,ALDH1A1 block,Tau fibril FP,TRb SRC2 PPI
O=C(N/N=C/c1cccs1)c1ccc2c(c1)OCO2,-4%,u,0%,-3%,-16%,6%,9%,5%
CCCCCCCN1C/C=C\C(c2ccc(OC)cc2)N(Cc2ccc(F)cc2)C(=O)[C@H]1Cc1ccccc1 (stereo partly specified),x,-2%,0%,7%,-7%,x,7%,-8%
CC(=O)Nc1ccc(NC(=O)C(C)OC(=O)c2ccccc2NS(=O)(=O)c2cccs2)cc1 (stereo unspecified),-3%,-3%,-2%,u,10%,x,u,-1%
CCN(CCCNC(=O)c1ccc(Sc2ccc(C)cc2)c(NC(C)=O)c1)c1cccc(C)c1,x,-16%,0%,-24%,x,x,16%,-1%
C=CCn1c(SCc2ccccc2C#N)nnc1-c1cc(Br)ccc1O,-7%,-16%,-5%,-19%,7%,-5%,3%,3%
O=S(=O)(NCCc1nnc2ccc(SCc3cccc(Cl)c3)nn12)c1ccccc1,x,u,-2%,-11%,x,x,5%,-8%
O=C1CC(NCCc2ccccc2)C(=O)N1CCc1ccccc1 (stereo unspecified),11%,-7%,-3%,-10%,1%,-6%,10%,-1%
Cn1c(SCc2nc(-c3ccc(Br)cc3)no2)nnc1-c1ccco1,x,u,-5%,-13%,9%,-9%,13%,3%
C/C(=N/NC(=O)C(=O)N/N=C(/C)c1ccccc1)c1ccccc1,-3%,u,1%,0%,7%,8%,2%,5%
O=C(Cc1cccs1)Nc1ccccc1-c1nc2ccccc2[nH]1,x,-4%,0%,u,-6%,x,u,11%
COC(=O)c1ccc(CSc2nc(N3CCOCC3)c3c(c2C#N)CC(C)(C)OC3)o1,-22%,-11%,-4%,-7%,3%,1.3µM*,-3%,-5%
CCN(CC)c1ccc(NS(=O)(=O)c2cc(-c3onc(C)c3C)ccc2OC)c(C)c1,x,3%,1%,u,x,x,17%,6%
CCC(=O)NCCc1nc2ccccc2[nH]1,x,-5%,0%,-4%,-2%,0%,2%,7%
O=C(c1ccccc1)C(Nc1ccccn1)c1ccccc1 (stereo unspecified),1%,-6%,0%,-14%,-4%,3%,-7%,-2%
Cc1ccc(NC(=O)Cn2c(=O)n(Cc3ccc4c(c3)OCO4)c(=O)c3ccc(C(=O)NC4CCCCC4)cc32)cc1,x,17%,1%,-20%,x,x,u,-2%
CC(=O)CCc1c(C)c2cccc(C)c2[nH]c1=O,0%,-12%,-1%,-14%,11%,-11%,-4%,-9%
CC(C)c1ccc(NC(=O)CN2C(=O)COc3ccc(S(=O)(=O)N4CCCCC4)cc32)cc1,x,14%,-3%,-9%,x,x,u,1%
O=C(O)Cc1ccc(N=Cc2c(O)ccc3ccccc23)cc1,-15%,u,1%,-10%,0%,u,-10%,3%
Cc1cnc(NC(=O)COc2ccccc2Cl)s1,0%,-13%,0%,-13%,1%,6%,-3%,-20%
O=C(NCCCN1CCOCC1)C(=O)N/N=C/c1ccccc1O,u,-8%,0%,-2%,4%,x,1%,6%
Cc1[nH]nc2cn[nH]c12,-1%,7%,3%,8%,-5%,-3%,-1%,-23%
COc1ccc(NC(=O)CSc2nccn2-c2ccccc2)cc1,-9%,-12%,1%,-3%,8%,-9%,4%,0%
CC(/C=N/Nc1nnc(C)c(=O)[nH]1)=C\c1ccccc1,3%,2%,-1%,-2%,4%,13%,-2%,1%
COc1ccccc1OCC(=O)Nc1ccc(N2CCCCC2)cc1,u,-19%,-2%,-20%,1%,-13%,5%,7%
CC(C)Cn1cc(NC(=O)N2CCN(c3ccc(F)cc3)CC2)c2ccccc2c1=O,x,u,-2%,-5%,x,x,3%,-1%

Profiles, quoted from the list. Order of screens: L3MBTL1 block, Tau fibril ThT, TR SRC2 fluor cs, Tau fluor counter, GLA spleen mod, ALDH1A1 block, Tau fibril FP, TRb SRC2 PPI
Record of C/C(=N/NC(=O)C(=O)N/N=C(/C)c1ccccc1)c1ccccc1 : -3%, u, 1%, 0%, 7%, 8%, 2%, 5%
Record of O=C1CC(NCCc2ccccc2)C(=O)N1CCc1ccccc1 (stereo unspecified) : 11%, -7%, -3%, -10%, 1%, -6%, 10%, -1%

Next section
Compound,L3MBTL1 block,Tau fibril ThT,TR SRC2 fluor cs,Tau fluor counter,GLA spleen mod,ALDH1A1 block,Tau fibril FP,TRb SRC2 PPI
CCOC(=O)COc1cccc2c(=O)n(CC(=O)NCc3ccc(F)cc3)ccc12,x,x,3%,-17%,0%,x,0%,-6%
CCCCCOC(=O)Nc1ccc(S(=O)(=O)Nc2cccc([N+](=O)[O-])c2)cc1,-15%,-2%,-4%,u,1%,4%,u,1%
O=C(NCCNCc1ccccn1)c1ccco1,-4%,-4%,0%,5%,0%,10%,1%,6%
COc1ccc(N2C(=S)NC(C)(C)CC2(C)c2ccc(OC(C)=O)cc2OC(C)=O)cc1 (stereo unspecified),x,-8%,-1%,-1%,-10%,6%,1%,0%
CC(C)CC(=O)NS(=O)(=O)c1ccc(NC(=O)c2ccco2)cc1,-7%,5%,-1%,6%,4%,u,-4%[2.34 µM],-3%
CCN(CC)CCNC(=O)c1cc(-c2ccco2)nc2ccccc12,x,-3%,-2%,1%,23%,u,-8%,-3%
CC1CCCCN1S(=O)(=O)c1ccc(NC(=O)c2ccco2)cc1 (stereo unspecified),x,-7%,-4%,-19%,-2%,-15%,-6%,-8%
N=c1c2c(-c3ccccc3)c(-c3ccccc3)n(Cc3ccco3)c2ncn1Cc1ccccc1,x,u,-6%,-6%,6%,u,4%,-6%
O=C(OCc1nc2ccccc2s1)c1ccccc1O,77%[activator],u,0%,-11%,0%,-3%,7%,-4%
CCOC(=O)C1CCCN(C(=O)c2cn(C)c3ccc(S(=O)(=O)N4CCCC4)cc3c2=O)C1 (stereo unspecified),30%[11.4 µM],-3%,1%,0%,-3%,0%,-6%,0%
CNc1nc(-c2cccs2)cc(C(F)(F)F)c1C#N,28%,-5%,-1%,-4%,10%,u,9%,-3%
CC1CCCCC12NC(=O)N(CC(=O)Nc1ccc(S(=O)(=O)N3CCOCC3)cc1)C2=O (stereo unspecified),x,-12%,-2%,-14%,3%,-10%,3%,1%
CCn1c(-c2cc3c(C(F)(F)F)nn(C)c3s2)n[nH]c1=S,0%,-9%,2%,-10%,1%,u,-12%,7%
Cc1ccsc1/C=N/NS(=O)(=O)c1ccc([N+](=O)[O-])cc1,u,-2%,-2%,-4%,5%,-12%,0%,-2%
CCOC(=O)c1cc(-c2ccccc2)sc1NC(=O)COC,-2%,6%,-3%[53 µM],-2%,8%,21%,-2%,9%[53 µM]
COc1cccc(N2CCN(S(=O)(=O)c3ccc(-n4cnnn4)cc3)CC2)c1,x,3%,0%,-1%,x,x,0%,-2%
CCc1cccc(NC(=O)CCNS(=O)(=O)c2cccc3nonc23)c1,x,u,1%&-2%,-13%&-15%,-1%,u,-3%&-8%,3%&1%
CCCCC/C=C\C/C=C\C/C=C\CCCCC(=O)NCC(=O)O,x,-12%,1%,-9%,4%,2%,-4%,3%
N#CCCN(Cc1cccnc1)S(=O)(=O)c1ccc(S(=O)(=O)N2CCCCCC2)cc1,3%,-2%,-3%,4%,0%,u,0%,-6%
O=C(CN1CCC(n2nnc3cc(F)ccc32)CC1)Nc1ccc2c(c1)CCC2,0%,-19%,1%,-23%,-6%,1%,-2%,0%
CC1CCC(C(C)C)C(OCC(O)CNC(C)c2ccccc2)C1 (stereo unspecified),3%,-11%,1%,-6%,2%,-10%,0%,-1%
CC(=O)Nc1ccc(NC(=O)C2CCN(c3ccc(C(F)(F)F)cn3)CC2)cc1,0%,7%,-3%,6%,-2%,u,-12%,-4%
CC(C)CC(=O)NC(=S)Nc1ccccc1C(F)(F)F,6%,-6%,-1%,-13%,-11%,18µM*,-9%,-1%
Cc1ccc(OCC(=O)Nc2nonc2-c2ccc(Br)cc2)cc1,x,-15%,-1%,-26%,x,x,-3%,-1%
CC(=O)Nc1ccccc1C(=O)C(=O)Nc1ccc(C(=O)N2CCOCC2)cc1,-20%,4%,-7%,4%,-3%,-10%,0%,0%

The listing continues:
Compound,L3MBTL1 block,Tau fibril ThT,TR SRC2 fluor cs,Tau fluor counter,GLA spleen mod,ALDH1A1 block,Tau fibril FP,TRb SRC2 PPI
O=S(Cc1ccc(Br)cc1)Cc1nnc(SCc2c(Cl)cccc2Cl)n1-c1ccccc1 (stereo unspecified),-12%,-7%,-6%,-3%,-9%,2%,8%,2%
O=C(c1cnccn1)N(Cc1cccs1)C1(C(=O)NC2CCCCC2)CCCCC1,-4%,-6%,3%,2%,3%,-11%,7%,7%
OCCCN=C1CCCc2c1[nH]c1ccc(Cl)cc21,0%,-18%,-1%,-14%,-1%,x,7%,0%
Cc1cc(NC(=O)c2ccccc2-c2ccccc2)ccc1Br,23%,-1%,1%,-10%,-12%,4%,-7%,4%
Nc1nonc1C(=O)NCCNCc1cccc(Cl)c1Cl,x,4%,-1%,2%,x,x,1%,5%
CCCNC(=S)Nc1ccccc1,11%,0%,-2%,7%,3%,x,8%,-4%
COC(=O)c1ccc(Cl)cc1NC(=O)NCCc1c(C)nn(C)c1C,x,-8%,0%,-4%,x,x,-3%,-5%
Cc1ccc(-c2csc3nc(SCC(N)=O)n(Cc4ccccc4)c(=O)c23)cc1,-7%,-10%,-6%,-26%,0%,10%,-14%,3%
O=c1[nH]ccc2c(S(=O)(=O)N3CCCNCC3)cccc12,x,-8%,1%&1%,-1%,11%&9%,u,2%,-1%&-3%
COC(=O)C1=C(C)N(Cc2ccc(OC)cc2)C(=O)/C1=C\c1ccco1,-29%,25µM*,1%,u,-10%,-13%,-6%,-3%
COC(=O)CCCC(=O)Nc1ccc(Br)cc1,-2%,-7%,-4%,-13%,0%,12%,-4%,1%
C=CCOc1ccc(CNc2ccc3[nH]c(=O)[nH]c3c2)cc1OC,-8%,u,-4%,u,2%,u,-14%,12%
Cc1c(Cl)cccc1NC(=O)NC1CCCCC1,-1%,-2%,3%,3%,-2%,15%,-1%,4%

Source: PubChem BioAssay (National Center for Advancing Translational Sciences (NCATS))

Compounds were not picked by outcome; any-hit rate near 8.5%.
